High-throughput results (PubChem BioAssay)
GLD-1 RNA inh – GLD-1-TGE RNA interaction inhibition (C. elegans) | Q17339 | purified GLD-1 + fluorescein TGE RNA, fluorescence polarization | inhibition, % at 5.96 µM | 320,000 compounds, 0.44% hits | AID 2280;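 active = percent inhibition above a per-plate cutoff, the plate mean of test compounds plus 3 SD, cut at about 30% in these data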;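 also: 0% = DMSO wells with GLD-1 and probe and 100% = wells lacking GLD-1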
Target sequence (Q17339 whole entry, looked up): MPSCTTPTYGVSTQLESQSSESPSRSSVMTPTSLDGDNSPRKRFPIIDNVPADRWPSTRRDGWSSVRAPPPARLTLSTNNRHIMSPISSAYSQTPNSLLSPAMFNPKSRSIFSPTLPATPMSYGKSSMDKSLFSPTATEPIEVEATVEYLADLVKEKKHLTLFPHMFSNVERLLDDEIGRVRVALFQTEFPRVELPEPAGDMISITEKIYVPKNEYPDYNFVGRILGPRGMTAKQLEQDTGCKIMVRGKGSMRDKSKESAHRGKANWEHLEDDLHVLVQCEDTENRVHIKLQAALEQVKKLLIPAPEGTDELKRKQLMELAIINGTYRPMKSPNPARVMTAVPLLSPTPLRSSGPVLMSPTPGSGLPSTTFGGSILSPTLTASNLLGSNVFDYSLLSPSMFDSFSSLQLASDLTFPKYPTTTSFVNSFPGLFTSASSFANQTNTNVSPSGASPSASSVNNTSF
PAFAH1B2 inh – blocks human PAF acetylhydrolase 1b catalytic subunit 2. recombinant PAFAH1B2, FP-rhodamine activity probe, fluorescence polarization. inhibition, % at 3.39 µM. 340,000 compounds, 1.2% hits. AID 492953;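 active = inhibition above the mean of all tested compounds plus 3 SD, cut at about 24% in these data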;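 also: 0% = enzyme with DMSO and 100% = wells lacking PAFAH1B2; many of its hits are not listed in these tables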
MCL1-BIM inh – disrupts human MCL1 binding to BIM-BH3 peptide; Q07820; GST-MCL1 / FITC-Bim-BH3 fluorescence polarization; inhibition, % at 10.9 µM; 320,000 compounds, 0.68% hits; AID 2057;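 active = inhibition above the mean inhibition of all tested compounds plus 3 SD, set per campaign, cut at about 40% in these data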;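 also: 0% = DMSO wells and 100% = unlabeled Bim-BH3 peptide control; higher means more loss of mP so more displacement of Bim peptide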
BCLXL inh – blocks human Bcl-xL binding to Bim BH3 peptide; 320,000 compounds, 0.7% hits; Q07817; GST-Bcl-xL / FITC-Bim BH3 peptide fluorescence polarization; inhibition, % at 10.9 µM; AID 2129;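 active = inhibition above the mean of all tested compounds plus 3 SD, cutoff set per campaign, cut at about 30% in these data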;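 also: 0% = DMSO wells and 100% = unlabeled Bim-BH3 peptide competitor; inhibitors lower millipolarization by displacing the labeled peptide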
Target sequence (Q07817 whole entry, looked up): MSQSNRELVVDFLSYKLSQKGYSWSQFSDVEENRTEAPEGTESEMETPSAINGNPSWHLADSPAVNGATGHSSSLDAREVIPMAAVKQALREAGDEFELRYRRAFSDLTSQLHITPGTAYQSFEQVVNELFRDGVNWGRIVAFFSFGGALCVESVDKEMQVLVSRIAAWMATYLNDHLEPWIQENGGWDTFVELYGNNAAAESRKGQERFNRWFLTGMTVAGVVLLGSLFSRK
MEX-5 binding – C. elegans MEX-5 TCR-2 RNA binding activity | activity score (negative = inhibition of binding), % at 10 µM | 300,000 compounds, 0.38% hits | AID 1832 | Q9XUB2 | MEX-5/FITC-TCR2 RNA binding, fluorescence polarization; stronger effect = lower value;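 active = inhibition past about -25% in most replicates, and total fluorescence under double the plate's negative control median, limit read from the data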;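 also: 0% = DMSO and -100% = 5 µM competing unlabeled TCR2 RNA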
AHR activator – activators of human aryl hydrocarbon receptor; P35869; 320,000 compounds, 2.5% hits; AHR-responsive luciferase reporter cells, luminescence; activation, % at 5 µM; in the data active = activation above about 47%;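 also: 0% = vehicle wells and 100% = reference agonist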
PME-1 primary – PME-1 (human) inhibition; Q9Y570; recombinant PME-1, FP-Rh probe fluorescence polarization; inhibition, % at 5.9 µM; 320,000 compounds, 0.53% hits; AID 2130;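 active = inhibition above the campaign mean of all compounds plus 3 SD, cut at about 26% in these data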;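 also: competitive labeling of PME-1 active site by serine hydrolase directed probe; 0% = PME-1 with DMSO and 100% = wells lacking PME-1 enzyme; inhibitors block probe labeling so polarization falls and inhibition rises; many of its hits are not listed in these tables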
Target sequence (Q9Y570 whole entry, looked up): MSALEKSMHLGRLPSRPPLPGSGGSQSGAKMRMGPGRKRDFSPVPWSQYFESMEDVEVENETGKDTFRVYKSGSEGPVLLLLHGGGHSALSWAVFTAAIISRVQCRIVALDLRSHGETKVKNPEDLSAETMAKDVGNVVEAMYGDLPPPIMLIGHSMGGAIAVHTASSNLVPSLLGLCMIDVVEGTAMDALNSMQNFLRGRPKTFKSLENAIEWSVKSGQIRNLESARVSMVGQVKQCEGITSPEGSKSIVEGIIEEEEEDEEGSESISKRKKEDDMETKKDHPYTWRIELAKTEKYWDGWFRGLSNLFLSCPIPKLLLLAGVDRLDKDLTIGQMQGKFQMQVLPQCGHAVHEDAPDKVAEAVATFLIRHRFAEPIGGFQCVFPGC
pPAFAH inh – inhibitors of human plasma PAF acetylhydrolase (pPAFAH); Q13093; recombinant pPAFAH, FP-rhodamine probe fluorescence polarization; inhibition, % at 3.39 µM; 330,000 compounds, 1.5% hits; AID 463082;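 active = inhibition above the mean inhibition across the screen plus 3 SD, cut at about 25% in these data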;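 also: inhibitors block binding of the rhodamine activity-based probe so polarization drops; 0% = enzyme with DMSO and 100% = wells lacking pPAFAH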
Fam108B inh – counter-screen for RBBP9 inhibitors: inhibitors of mouse Fam108B; AID 1947; recombinant Fam108B, FP-Rh probe fluorescence polarization; 300,000 compounds, 0.33% hits; inhibition, % at 9.51 µM;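 active = inhibition above the screen mean inhibition plus 3 SD, computed separately per campaign, cut at about 18% in these data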;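 also: inhibitors lower polarization as less probe binds the enzyme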
An asterisk follows results filed as active; · = not tested or not shown. Only part of the results is shown. The share of hits here may be higher or lower than overall.

SMILES	GLD-1 RNA inh	PAFAH1B2 inh	MCL1-BIM inh	BCLXL inh	MEX-5 binding	AHR activator	PME-1 primary	pPAFAH inh	Fam108B inh
CN(CC(=O)NC1CCCCCCC1)S(=O)(=O)c1cnc[nH]1	4	3	1	3	-1.3	0	-1	5	-2
COc1cccc(NC(=O)C2CCCC2)c1	4	1	2	2	2.8	4	1	7	1
FC(F)(F)c1ccc(CSc2ccccn2)cc1	1	1	-1	1	-2.6	-2	1	1	0
CCCCC(c1nnnn1Cc1ccco1)N1CCN(c2nc3ccccc3s2)CC1 (stereo not given)	3	1	0	6	2.5	4	-4	12	-2
Cc1onc(C(N)=O)c1C(=O)Nc1ncc(C(F)(F)F)cc1Cl	7	3	-1	3	1.8	-1	1	0	-2
O=C(NCc1cccc(Cl)c1)c1ccc(N2CC3CC(C2)c2cccc(=O)n2C3)c(NC(=O)c2cccnc2)c1 (stereo not given)	4	5	0	4	-1.2	0	-1	14	3
O=C(c1ccc(F)cc1)n1c(=S)nc2ccccn21	2	2	3	1	0.7	25	-6	4	0
CN1C(=O)N(S(=O)(=O)c2ccc(F)c(F)c2F)C(=O)C1(C)C	2	-1	2	3	-2.5	0	-5	-1	0
Cc1ccc(OCC(=O)N(C)CC(=O)Nc2ccc(F)cc2)c([N+](=O)[O-])n1	2	2	13	2	1.4	0	-2	9	2
Cc1ccc(C(C(=O)NC2CCCC2)N(C(=O)c2csnn2)C2CC2)cc1 (stereo not given)	-2	-1	2	-4	-0.7	1	2	1	-3
Cc1ccccc1N1CC(=O)Nc2c(oc3nc(-c4ccccc4)cc(C)c23)C1=O	5	3	5	3	-0.8	-3	-2	8	-4
Cc1ccc(N(C(=O)c2ccc(S(=O)(=O)N3CCCC3)cc2)C2C=CS(=O)(=O)C2)cc1 (stereo not given)	0	4	4	-2	-0.9	-2	4	-1	0
CCN1CCN(S(=O)(=O)c2ccc(Cl)c(C(=O)Nc3ccccc3N3CCOCC3)c2)CC1	-3	5	-8	-5	-3.4	-1	1	2	2
NS(=O)(=O)c1ccc(NC(=S)NCc2ccc(F)cc2)cc1	4	8	5	6	0.5	0	0	-1	1
COc1ccc(C(=O)Nc2nc3ccccc3[nH]2)cc1S(=O)(=O)N1CCCC1	-6	-3	9	7	0.4	9	1	-1	1
COc1cccc(NC(=O)c2sc(Cl)nc2C)c1	-1	2	-5	4	-4.1	0	-9	3	3
O=C(CCCCC(=O)NC1CCCC1)NC1CCCC1	-2	1	4	-2	0.0	1	4	3	1
O=C(Nc1ccc(Cl)cc1)N1CCN(c2ccccc2)CC1	6	3	8	6	-0.3	-5	-6	-3	-2
Cc1ccccc1OCC(=O)NCC(=O)N/N=C/c1cccc([N+](=O)[O-])c1	-8	·	1	-2	0.6	2	-1	1	1
CCCN1CCCC[C@H]1C(=O)Nc1c(C)cccc1C	4	-2	3	0	1.3	1	-4	1	-1
COc1ccc(S(=O)(=O)N2CCOCC2)cc1C(=O)N(C)Cc1ccco1	3	2	·	·	·	-1	·	-1	·
CCc1nc2sccc2c(=O)n1N	0	7	10	4	-0.2	-1	-1	2	4
CSc1nsc(SCCN2C(=O)c3ccccc3C2=O)n1	4	-3	12	1	2.1	3	-5	-3	-8
Nc1nonc1/C(=N/O)N1CCN(CCO)CC1	-6	3	1	0	0.4	4	-3	5	5
O=C(OCc1ccccc1)Oc1cncc(C(=O)O)c1	4	4	4	2	-1.5	3	1	5	-5
CC1O[C@@H](O[C@H](C)CC/C=C/C(=O)O)C(O)C[C@H]1O (stereo not given in full)	2	-5	3	1	0.8	1	5	5	3
COc1ccc(N2CCN(CCCNC(=O)C3CCN(S(=O)(=O)N4CCOCC4)CC3)CC2)cc1	3	-2	5	5	-0.1	2	-4	4	0
O=S(=O)(c1ccccc1)N1CCC(n2cnc3ccccc32)CC1	5	5	2	6	0.3	0	3	1	-2
O=[N+]([O-])c1ccc(C(O)CN=Cc2ccc(O)cc2O)cc1 (stereo not given)	7	-1	17	6	-0.1	-1	-6	21	3
CC(=O)Nc1ccc(S(=O)(=O)Nc2nc(-c3ccc(C(C)(C)C)cc3)cs2)cc1	-2	22	3	4	-3.2	2	5	25*	5
CCC1CCCCN1C(=O)Nc1cc(Cl)ccc1OC (stereo not given)	4	-1	9	1	-1.9	6	2	1	4
CC(Oc1ccc(Br)cc1)C(=O)NCC(c1cccs1)N1CCOCC1 (stereo not given)	7	27*	4	4	2.6	2	3	2	0
O=C(CNS(=O)(=O)c1c(F)cccc1F)NC1CCCc2ccccc21 (stereo not given)	4	4	·	·	·	8	·	-1	·
CCC(Sc1nc(N)c(NC(=O)c2ccc(OC)c(OC)c2)c(=O)[nH]1)C(=O)OC (stereo not given)	0	8	10	9	-5.5	1	-5	2	9
O=C1CN(C(=O)/C=C/c2ccc(Cl)cc2)c2ccccc2N1	6	2	10	3	1.3	13	8	8	-7
CCC(C(=O)Nc1ccc([N+](=O)[O-])cn1)c1ccccc1 (stereo not given)	8	10	4	5	1.6	0	-1	4	1
Cc1ccc(C(=O)N2N=C(c3ccc(Br)cc3)CC2c2ccccc2O)cc1 (stereo not given)	7	0	4	6	0.4	12	-6	3	-4
COC(=O)c1ccc(C23CC4(C2)[C@H](CN(C)[C@@H]4c2ccccc2)C3c2ccc(Cl)nc2)cc1 (stereo not given in full)	-1	3	4	-2	1.9	2	1	0	-5
CCC1CCCCN1C(=O)c1ccc2nc(Cc3ccc(OC)cc3)oc2c1 (stereo not given)	0	-1	3	3	·	7	5	6	0
COc1ccc(CN(C)CCc2ccccn2)cc1OC	-3	3	3	0	-1.7	0	4	-1	-3
Cc1ccc(NC(=O)C(CC(C)C)NC(N)=O)cc1 (stereo not given)	5	0	-4	4	-1.7	1	0	3	-4
N=C1c2ccccc2CN1c1ccc(S(=O)(=O)N2CCCCC2)cc1	-10	5	0	2	0.3	0	2	-2	4
CN(C)c1nc(Oc2ccc(OCCOc3ccccc3)nn2)nc(N(C)C)n1	-1	8	-1	-2	0.6	2	3	4	1
COc1ccc(CCNC(=O)c2ccc(SC)cc2OC)cc1	0	3	3	2	0.5	-3	0	1	0
CN(C)c1ccc(NC(=O)c2cccc(N3C(=O)CCC3=O)c2)cc1	1	2	3	-1	4.0	8	4	7	4
CCOc1cc(NC(=O)C2CC2)c(OCC)cc1NC(=O)c1ccccc1OCC	-3	3	9	5	-2.3	33	11	21	4
CC(C)(C)c1ccc2c(c1)N(CC(=O)O)C(=O)CO2	3	4	2	0	1.2	0	4	6	0
CCN(CC(=O)Nc1ccc(OC)c(Cl)c1)CC(=O)NC(C)C	3	-1	10	3	-0.3	6	1	-2	-2
CN1CC(c2ccccc2Cl)C2(COc3ccccc3C2=O)C12C(=O)Nc1ccccc12 (stereo not given)	-5	-3	0	1	1.9	-1	-4	1	-6
CC(=O)c1cccc(CN2CCN(Cc3ccc(C)cc3)C(CCO)C2)c1 (stereo not given)	10	-2	-5	4	0.2	-1	-12	-2	0
O=C(NCc1ccc(OC(F)(F)F)cc1)C1CC(c2ccccc2[N+](=O)[O-])=NO1 (stereo not given)	1	14	15	9	0.7	13	6	15	-2
COc1ccc(/C=C/C(=O)OCC(=O)Nc2cc3oc4ccccc4c3cc2OC)cc1	4	·	0	-1	-0.4	4	-5	-7	-1
Cc1ccc(NC(=O)COc2ncnc3sccc23)cc1S(=O)(=O)N(C)C	-3	8	-6	-1	-1.5	2	-14	3	-14
C=CCOC(Cn1ccnc1)c1ccc(Cl)cc1Cl (stereo not given)	-2	4	6	8	·	2	2	7	·
Cc1ccc2c(c1)N(CCC(=O)NC1CC1)C(=O)C(C)O2 (stereo not given)	3	1	3	-1	1.8	-1	-12	7	0
COc1ccc(CN2CCNC(=O)C2CC(=O)N(C)CC2CCOCC2)cc1OC (stereo not given)	0	3	-1	1	-1.0	-1	5	6	-1
COc1ccc(-c2nn(C)c(=O)[nH]2)cc1	8	4	-8	-2	0.2	1	2	6	-1
CCNC(=S)N(CCc1ccc(OC)c(OC)c1)Cc1cc2cc(OC)ccc2[nH]c1=O	2	3	1	4	-1.3	4	3	3	1
CC(C)Nc1nc(NC(C)(C)C)nc(Oc2ccc(=O)n(-c3ccccc3)n2)n1	10	9	-5	0	1.2	0	2	2	2
COc1nc(-c2ccc(Cl)cc2Cl)nc2ccccc12	6	1	10	4	-2.3	18	-2	1	-3

Carrying on:
SMILES	GLD-1 RNA inh	PAFAH1B2 inh	MCL1-BIM inh	BCLXL inh	MEX-5 binding	AHR activator	PME-1 primary	pPAFAH inh	Fam108B inh
O=c1oc2ccccc2c(Nc2cc3ccccc3cc2O)c1[N+](=O)[O-]	5	4	7	5	-1.2	63*	7	27*	0
O=C1C=C(O)CC(c2ccc(Cl)cc2)C1 (stereo not given)	0	7	0	-7	-0.4	-1	0	12	1
Cc1ccccc1NC(=O)Cn1nnc2c(cnn2-c2ccc(F)cc2)c1=O	-1	1	-4	3	1.1	3	-10	-3	-7
CCc1nc(N)c(C#N)c(-c2cccnc2)c1C	-1	6	1	0	-3.0	0	3	6	0
CCC1Oc2ccc(C)cc2N(CC(=O)N2CCN(c3ccc(F)cc3)CC2)C1=O (stereo not given)	1	·	3	2	4.9	2	5	7	2
CC1CCCCC1NC(=O)CSc1nnc(CC(=O)Nc2ccccc2F)n1C (stereo not given)	4	2	2	-1	3.0	-1	-3	3	-2
CN(C)c1nc(Nc2ccc(F)cc2)nc(Oc2ccc(F)cc2)n1	6	3	-3	3	1.3	-2	-1	1	-5
CC(NC(=O)c1ccccc1F)C1CC1 (stereo not given)	-3	4	-1	0	0.5	-3	-1	1	2
Cc1cc2oc(=O)cc(CN(C)Cc3ccccc3)c2cc1C(C)C	-7	12	1	-2	-0.1	7	-5	3	6
Cc1cc(C(=O)CSc2nnc(-c3ccc(Cl)cc3)n2CC2CCCO2)c(C)n1C (stereo not given)	-2	4	10	6	-1.3	4	1	24	3
CC(Sc1nnc(CN2CCCC2)n1Cc1ccccc1)C(=O)Nc1ccc(F)cc1 (stereo not given)	1	0	4	-2	2.3	1	7	0	2
COc1ccc(C(CNC(=O)c2cccc(Br)c2)N2CCCC2)cc1 (stereo not given)	-4	-1	3	1	3.2	0	0	1	6
CCCCn1c(N)c(N(CC(C)C)C(=O)CCCc2nc3ccccc3c(=O)[nH]2)c(=O)[nH]c1=O	1	4	-7	-8	0.2	0	2	-2	0
CC(=O)N/C(=C/c1ccc2c(c1)OCO2)C(=O)NCCCO	1	-2	10	1	2.4	0	-5	2	1
Cc1ccc(NC(=O)[C@H](C)NC(=O)C2CCN(C(=O)[C@@H](NC(=O)OC(C)(C)C)C(C)C)CC2)cc1	16	3	5	1	1.6	-1	-1	4	3

Record cards (already shown). Screens in order: GLD-1 RNA inh | PAFAH1B2 inh | MCL1-BIM inh | BCLXL inh | MEX-5 binding | AHR activator | PME-1 primary | pPAFAH inh | Fam108B inh
`COc1ccc(S(=O)(=O)N2CCOCC2)cc1C(=O)N(C)Cc1ccco1` reads 3 | 2 | · | · | · | -1 | · | -1 | ·
`Cc1ccc(C(=O)N2N=C(c3ccc(Br)cc3)CC2c2ccccc2O)cc1` (stereo not given) reads 7 | 0 | 4 | 6 | 0.4 | 12 | -6 | 3 | -4
`CC(=O)N/C(=C/c1ccc2c(c1)OCO2)C(=O)NCCCO` reads 1 | -2 | 10 | 1 | 2.4 | 0 | -5 | 2 | 1
